KOR beta-arrestin-1: kappa opioid receptor activators – cell-based, luminescence, uHTS, primary screen (AID 1777) | KOR beta-arrestin recruitment, luminescence; higher % means a stronger effect | hit rate 0.02% among 280,000 | activation, % at 10 µM; hits with a dose series show EC50 in µM; in the data active = activation above about 50%, passing the limit was not always enough; note: a part of the inactive calls stands beside numbers as strong as those of hits
GPR55 LPI antagonism: GPR55 antagonists blocking LPI-driven arrestin recruitment, primary screen, imaging, U2OS, beta-arrestin-GFP, LPI agonist (AID 2013); hit rate 0.13% among 290,000; U2OS GPR55 beta-arrestin-GFP translocation imaging, LPI antagonism; higher % means a stronger effect; inhibition, % at 10 µM, or IC50 in µM where a hit was titrated;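 active = spots per cell inhibited over 60%, with over 100 cells counted and total cytoplasm intensity under 500,000; inconclusive = wells with under 100 cells, flagged as likely toxic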;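 note: U2OS cells stably carrying GPR55 and arrestin-GFP stimulated by 5 µM LPI near EC80; imaged beta-arrestin-GFP aggregate spots per cell after agonist stimulation; plate controls were LPI-stimulated DMSO wells for no effect and DMSO wells without LPI for full effect; some results filed as inactive read as strong as hits; confirmed hits need IC50 under 10 µM and bright autofluorescent wells are also inconclusive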
Myeloid diff MLP: myeloid differentiation induction; AID 624256; hit rate 1% among 360,000; ER-HoxA9 myeloid progenitors, lysozyme-GFP differentiation, flow cytometry; calls only at 10 µM;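 active = normalized GFP-positive differentiation at or above the plate's own cutoff, the solvent-only control mean plus 3 SD; inconclusive = no clear call, values can overlap the other calls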;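 note: cells exposed to compound for four days before flow analysis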
HIV fusion peptide: inhibitors of HIV fusion peptide binding, primary screen, biochemical, uHTS, fluorescence dequenching (AID 1986) | cell-free peptide binding, fluorescence dequenching, 30 min; higher % means a stronger effect | one-dose inhibition, % at 20 µM; IC50 in µM for titrated hits | hit rate 0.3% among 290,000; in the data active = inhibition mostly above about 52%, no sharp cut-off; inactive = mostly below about 76%; note: some results filed as inactive read as strong as hits
GPR55 activation: GPR55 agonists via beta-arrestin recruitment, primary screen, imaging, U2OS cells, beta-arrestin-GFP redistribution (AID 1961). U2OS GPR55 beta-arrestin-GFP redistribution imaging; higher % means a stronger effect. one-dose activation, % at 10 µM; EC50 in µM for titrated hits. hit rate 0.048% among 290,000;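 active = activation above 40% with more than 50 cells counted in the well; inconclusive = wells holding fewer than 50 cells, flagged as toxic or sparse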;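 note: U2OS osteosarcoma cells stably expressing GPR55 and beta-arrestin-GFP; plate controls were DMSO negative control for no effect and LPI positive control for full effect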
NOD2 inhibition: NOD2 signaling inhibitors, cell-based, luminescence, uHTS, HEK293 (AID 1566); HEK293 NOD2/NF-kB luciferase reporter, luminescence; higher % means a stronger effect; hit rate 0.63% among 290,000; inhibition, % at 4 µM; hits with a dose series show EC50 in µM; note: many of its hits are not listed in these tables
GPR35 arrestin U2OS: inhibition of zaprinast-stimulated GPR35 beta-arrestin translocation – imaging, U2OS, beta-arrestin-GFP, zaprinast agonist, primary screen (AID 2058). U2OS GPR35 beta-arrestin-GFP translocation imaging, zaprinast antagonism; higher % means a stronger effect. inhibition, % at 10 µM, or IC50 in µM where a hit was titrated. hit rate 0.052% among 290,000;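 active = inhibition of at least 50% with at least 30 cells and total cytoplasm GFP at most 10,000,000; inconclusive = under 30 cells or total GFP of 10,000,000 plus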
KOR beta-arrestin-2: kappa opioid receptor blockers – cell-based, luminescence, uHTS (AID 1778); KOR beta-arrestin recruitment, luminescence, antagonist mode; higher % means a stronger effect; inhibition, % at 10 µM, or IC50 in µM where a hit was titrated; hit rate 0.091% among 290,000; note: strong numbers were not always called active
NOD1 NF-kB reporter: inhibition of NOD1-driven NF-kB reporter – cell-based, luminescence, uHTS, primary screen (AID 1578) | NOD1-driven NF-kB luciferase reporter cells, luminescence; higher % means a stronger effect | inhibition, % at 4 µM; hits with a dose series show EC50 in µM | hit rate 1% among 290,000; in the data active = inhibition mostly above about 36%, no sharp cut-off; inactive = mostly below about 34%;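 note: HEK-293T reporter cells stimulated with the NOD1 agonist gamma-tri-DAP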
Myeloid diff MLP GFP+ MAC1+ %: recorded beside Myeloid diff MLP, whose call it bears; GFP+ MAC1+ double positive, %; measured here: differentiation confirmed by MAC1 staining
The depositor's hits bear a star; i = inactive; ? = inconclusive; nt = no result given; [ ] = another dose, or the depositor's remark. Cut-off read from the data, not from the text of the source, unless noted: active = inhibition above about 50%; inactive = the rest. Only part of the results is shown. The share of hits here may be higher or lower than overall.

SMILES	KOR beta-arrestin-1	GPR55 LPI antagonism	Myeloid diff MLP	Myeloid diff MLP GFP+ MAC1+ %	HIV fusion peptide	GPR55 activation	NOD2 inhibition	GPR35 arrestin U2OS	KOR beta-arrestin-2	NOD1 NF-kB reporter
CC1Cc2ccccc2N1C(=O)COC(=O)c1ccc(S(=O)(=O)N(C)C)cc1 (centres undefined)	2.0%	4%	i	1.1	1.0%	0.1%	-3%	0%	-29%	-6%
CC1(C)CC(=O)C2=C(C1)OC(N)=C(C#N)C2C#Cc1ccccc1 (centres undefined)	7.1%	-7%	i	0.4	0.3%	-0.2%	-4%	7%	-44%	18%
COc1ccc(CNC(=O)COC(=O)/C=C/c2ccco2)cc1	2.7%	-1%	i	0.6	0.8%	0.7%	-9%	-6%	-37%	-29%
COc1ccc(C2/C=C\CN(S(=O)(=O)c3ccc(C)cc3)[C@H](Cc3ccccc3)C(=O)N2Cc2ccc(F)cc2)cc1 (some centres undefined)	5.7%	1%	i	1.3	1.2%	-0.1%	4%	8%	-1%	10%
CCOC(=O)CCCNC(=O)COc1ccccc1C#N	nt	2%	i	0.9	8.8%	0.2%	4%	0%	-5%	-23%
CCOC(=O)c1c(NC(=O)COC(=O)c2cc(OC)c(OC)cc2[N+](=O)[O-])sc(C)c1C	30%	-8%	i	0.4	3.2%	-0.3%	13%	20%	34%	8%
Cc1cc(C)nc(NNC2=CC(=[N+]3CCCC3)CCC2)n1	-0.4%	-2%	i	0.2	-3.0%	0.4%	-8%	5%	-1%	-14%
CCCn1cc(NC(=O)c2cc(-c3ccccc3)on2)cn1	1.1%	-8%	i	5.5	-2.7%	0.8%	-51%	-5%	-5%	-136%
Cc1ccc(SCc2cc(=O)n3[nH]c(C)nc3n2)cc1	3.3%	0%	i	2.5	2.2%	-0.1%	8%	-4%	-49%	-9%
O=C(CNC(=S)N(CCCN1CCOCC1)Cc1cccs1)NC1CCCC1	-1.6%	9%	i	0.2	-1.3%	0.0%	23%	3%	-5%	-33%
Cc1occc1C(=O)N/N=C/c1cccc2ccccc12	3.0%	-4%	i	0.8	-0.1%	-0.1%	-88%	10%	-47%	-108%
O=S(=O)(NCC1CCCO1)c1ccc(S(=O)(=O)N(Cc2ccc(F)cc2)Cc2ccccn2)cc1 (centres undefined)	4.5%	4%	i	1.2	0.9%	-0.3%	-15%	9%	14%	-16%
Cc1nc2ccccn2c1C(=O)N/N=C/c1ccc([N+](=O)[O-])cc1	-2.5%	0%	nt	nt	0.3%	-0.2%	-3%	-4%	26%	7%
COc1ccc(N2C(=O)N3[C@H](c4ccc(Cl)cc4)[C@@H]4C(=O)N(C5CCCCC5)C(=O)[C@@H]4[C@]3(C)C2=O)cc1	-5.8%	4%	i	0.9	-0.5%	0.4%	15%	-2%	-40%[20 µM]	20%
O=C(NC(=S)NCCN1CCOCC1)c1ccc(Cl)cc1Cl	4.7%	21%	i	1.3	-2.0%	1.1%	-2%	7%	-35%	2%
CC(C)(C)/C(COc1ccccc1[N+](=O)[O-])=N/O	-2.2%	9%	i	1.4	-0.8%	0.2%	7%	-11%	-22%	-27%
COc1ccc(N(C(=O)c2ccc(S(=O)(=O)N3CCOCC3)cc2)C2C=CS(=O)(=O)C2)cc1 (centres undefined)	3.9%	-7%	i	7.0	-0.8%	-0.1%	2%	9%	-39%	-6%
CC(C)CCN(C(=O)Cc1ccccc1F)c1c(N)n(Cc2ccccc2)c(=O)[nH]c1=O	-6.2%	55%	i	0.6	3.3%	0.1%	5%	1%	19%	-28%
O=C(COc1ccc(Cl)cc1)Nc1ccc(C(=O)NCc2cccnc2)cc1	-5.9%	2%	?	nt	-0.2%	0.0%	14%	-4%	-10%	21%
COC(=O)[C@@]1(Cc2ccc(F)cc2)[C@H]2c3cc(C(=O)N(C)C)n(C[C@H](O)CO)c3C[C@H]2CN1C(=O)c1ccccc1	0.7%	-5%	i	1.1	2.1%	0.2%	5%	3%	-4%	-28%
COc1ccccc1C(=O)NCCc1nc2ccccc2[nH]1	1.8%	17%	nt	nt	0.3%	-0.2%	21%	-1%	5%	-26%
COc1ccccc1-c1coc2c(CN3CCC(C)CC3)c(O)ccc2c1=O	2.8%	3%	i	0.7	-2.0%	-0.4%	-12%	-14%	-32%[20 µM]	-34%
Cc1ccc(S(=O)(=O)Nc2cc(C(=O)O)ccc2N2CCCCC2)cc1	-1.9%	12%	i	0.4	3.7%	-0.3%	9%	-12%	6%	nt
CC(C)(C)OC(=O)CNC(=O)c1nc[nH]c1C(=O)N1CCc2ccccc2C1	-5.8%	-4%	i	1.6	0.3%	0.0%	-22%	7%	-24%[20 µM]	-23%
COCCOC1CCN(C(=O)c2cc(COc3ccc(-n4cncn4)cc3)on2)CC1	0.9%	4%	i	0.8	1.3%	-0.1%	-2%	-1%	-19%	-12%
The listing continues:
SMILES	KOR beta-arrestin-1	GPR55 LPI antagonism	Myeloid diff MLP	Myeloid diff MLP GFP+ MAC1+ %	HIV fusion peptide	GPR55 activation	NOD2 inhibition	GPR35 arrestin U2OS	KOR beta-arrestin-2	NOD1 NF-kB reporter
O=C1COc2ccc(S(=O)(=O)Nc3ccc(F)cc3)cc2N1	-4.5%	-6%	i	1.6	-0.2%	-0.1%	8%	6%	13%	-15%
CCOC(=O)C1CCN(C=Nc2cc(C)on2)CC1	-3.4%	3%	i	1.6	2.0%	0.2%	12%	-6%	1%	-10%
CC(C)Cc1nc(SCC(=O)NCc2ccccc2)n[nH]1	0.2%	1%	i	0.8	-1.7%	0.0%	-4%	-2%	-44%	5%
O=C(O)CC(SCC(=O)Nc1ccc(S(=O)(=O)N2CCCC2)cc1)C(=O)O (centres undefined)	-4.7%	12%	i	0.4	2.7%	1.3%	1%	-9%	6%	-32%
S=c1[nH]nc(-c2cccs2)n1/N=C/c1cn(-c2ccccc2)nc1-c1ccc(Cl)cc1	-3.1%	14%	i	0.1	0.7%	-0.2%	14%	-18%	-18%	-1%
O=c1oc2ccccc2c2[nH]ccc12	0.1%	5%	i	0.1	-0.9%	-0.1%	25%	-6%	-54%[20 µM]	-13%
O=C(Oc1ccc(-c2nnco2)cc1)N1CCCCC1	2.8%	4%	i	1.9	-3.0%	0.0%	-1%	5%	-19%	-6%
CCc1nccn1S(=O)(=O)c1cccc([N+](=O)[O-])c1	4.8%	2%	i	0.1	0.5%	-0.3%	-8%	5%	18%	-7%
N#Cc1ccc(OCC(O)CN2CCN(CC(O)COc3ccc(C#N)cc3)CC2)cc1 (centres undefined)	2.7%	0%	i	1.4	-1.3%	-0.1%	22%	12%	-22%	-2%
Cc1ccc(C(=O)NNC(=O)c2ccc3ncccc3c2)cc1	-0.2%	-8%	i	1.1	-0.4%	0.3%	15%	11%	-28%[20 µM]	-21%
Nc1nc(SCC(=O)Nc2ccc(Br)cc2F)n[nH]1	-4.1%	-7%	i	0.6	-1.1%	-0.2%	7%	2%	39%	-12%
COc1ccc(C2=NN(Cc3ccccc3)C3C(=O)NC(=O)C23)cc1 (centres undefined)	-3.1%	2%	i	0.5	0.6%	-0.1%	-19%	-10%	-25%[20 µM]	-36%
Cc1ccc(C)n1-c1ccc(C(=O)NCc2cccnc2)cc1	-2.8%	9%	i	0.3	-0.5%	-0.2%	8%	13%	-18%	-33%
O=C1c2ccccc2N2C(=O)c3ccccc3C2N1O (centres undefined)	-2.8%	9%	i	0.8	-1.8%	-0.1%	7%	10%	1%	-12%
CC(=O)Nc1cccc(NC(=O)c2cccc3cccnc23)c1	-3.6%	2%	i	0.7	-1.0%	-0.1%	-5%	22%	-14%	-27%
CNS(=O)(=O)c1cccc(C(=O)OCC(=O)N2CCCC2)c1	-1.1%	0%	i	0.4	-1.5%	0.0%	-6%	12%	-11%	-1%
C=CCNC(=S)Nc1ccc(OC(F)F)c(Cl)c1	-3.3%	20%	i	0.2	0.6%	0.1%	19%	-8%	6%	-16%
COc1ccc([N+](=O)[O-])cc1NC(=S)NC(NC(C)=O)C(Cl)(Cl)Cl (centres undefined)	-3.1%	5%	i	0.6	1.8%	0.2%	-1%	8%	17%	-9%
NC(=O)c1ccccc1NC(=O)/C=C/c1ccccc1	11%	14%	i	0.3	-1.3%	0.0%	-64%	-3%	3%	-31%
COc1ccc(Nc2nc(Cl)nc(Nc3ccc(OC)cc3OC)n2)c(OC)c1	nt	8%	i	0.4	1.8%	0.7%	18%	4%	-38%[20 µM]	-29%
Cc1noc(C)c1S(=O)(=O)N1CCN(Cc2ccc3c(c2)OCO3)CC1	0.0%	0%	i	2.2	0.4%	1.0%	-4%	12%	-40%	-21%
O=S(=O)(Nc1ccc(N2CCOCC2)nn1)c1ccccc1	-4.3%	4%	i	0.4	-2.5%	0.5%	3%	24%	-18%	2%
CC1CCN(C(=O)CSc2nnc(CN3CCOCC3)n2-c2ccccc2)CC1	0.0%	-4%	i	1.8	-1.4%	0.2%	12%	-4%	-55%	28%
COC(=O)C1(CCSC)NC(c2ccc(O)c(OC)c2)C2C(=O)N(c3ccc(C)cc3)C(=O)C21 (centres undefined)	-0.9%	11%	i	0.2	-1.3%	0.6%	8%	2%	-4%	-13%
CCN(CC)CCCNC(=O)CNC(=O)c1nn(-c2ccc(OC)cc2)c(=O)c2ccccc12	0.2%	10%	i	0.2	0.0%	-0.1%	9%	2%	20%	-24%
(further entries)
SMILES	KOR beta-arrestin-1	GPR55 LPI antagonism	Myeloid diff MLP	Myeloid diff MLP GFP+ MAC1+ %	HIV fusion peptide	GPR55 activation	NOD2 inhibition	GPR35 arrestin U2OS	KOR beta-arrestin-2	NOD1 NF-kB reporter
O=C1NC2(CCCCC2)N=C1c1ccc(Br)cc1	3.1%	2%	i	0.6	0.3%	0.3%	-6%	-2%	-8%	-37%
O=C(Nc1ccc(NC(=O)c2cc([N+](=O)[O-])ccc2N2CCOCC2)cc1)c1cccs1	-3.8%	15%	i	0.4	-2.3%	-0.3%	18%	-4%	-14%	-20%
CCCC12CN3CC(C)(CN(C1)C31C(=O)Nc3ccc(C)cc31)C2=O (centres undefined)	2.2%	6%	i	8.8	-0.1%	0.0%	19%	-6%	26%	8%
Cc1ccn2c(=O)cc(C)nc2c1	-5.6%	12%	i	0.3	-0.4%	-0.5%	22%	1%	22%	-5%
CSc1c(CC(=O)Nc2ccc(F)cc2)n(Cc2ccccc2)c2ccccc12	-1.7%	6%	i	0.6	-1.7%	0.3%	-1%	14%	5%	-16%
O=C(CCc1nc2ccccc2c(=O)[nH]1)N1CCN(C/C=C/c2ccccc2)CC1	-7.6%	3%	i	0.6	-0.5%	-0.1%	17%	-6%	-47%	18%
CC1(C)CC(NC(=O)CCc2ccccc2)CC(C)(C)N1	4.3%	10%	i	0.8	-1.8%	-0.4%	9%	26%	0%	-1%

Compound activity from PubChem.
